FadD28 binding: inhibitors of Mycobacterium tuberculosis FadD28 bisubstrate binding; FadD28 bisubstrate probe binding, fluorescence polarization; inhibition, % at 12.5 µM; 0.22% of 360,000 active; AID 588549; in the data active = inhibition above about 8.5%, passing the limit was not always enough; inconclusive = no clear call, values can overlap the other calls
GDH-TPI counter: GDH-TPI coupled enzyme inhibition counter-screen; GDH-TPI coupled enzyme counterscreen, NADH absorbance; inhibition, % at 4.8 µM; 1.2% of 360,000 active;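 note: 0% = DMSO wells and 100% = wells lacking the enzyme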
FBA Mtb inh: inhibits M. tuberculosis FBA enzyme | P9WQA3 | purified M. tuberculosis FBA, fluorescence read-out | inhibition, % at 1 µM | 2.3% of 360,000 active; in the data active = inhibition above about 27%;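 note: 0% = vehicle and 100% = reference inhibitor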
Target sequence (P9WQA3 whole entry, looked up): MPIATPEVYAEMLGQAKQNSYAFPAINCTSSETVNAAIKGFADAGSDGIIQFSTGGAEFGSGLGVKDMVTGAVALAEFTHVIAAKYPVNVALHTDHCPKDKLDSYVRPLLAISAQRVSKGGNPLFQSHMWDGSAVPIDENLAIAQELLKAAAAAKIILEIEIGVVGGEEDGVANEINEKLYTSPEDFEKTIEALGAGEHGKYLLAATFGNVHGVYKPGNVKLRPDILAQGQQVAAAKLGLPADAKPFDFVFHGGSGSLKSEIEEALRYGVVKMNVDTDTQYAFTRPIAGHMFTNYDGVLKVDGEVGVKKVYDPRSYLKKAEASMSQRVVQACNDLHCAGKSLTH
MazEF act: activators of E. coli MazEF toxin-antitoxin RNase; activation, % at 20 µM; FAM/BHQ RNA-DNA oligo cleavage fluorescence, 5 h; AID 504720; 0.32% of 350,000 active; in the data active = activation above about 50%
Target sequence (P0AE70 whole entry, looked up): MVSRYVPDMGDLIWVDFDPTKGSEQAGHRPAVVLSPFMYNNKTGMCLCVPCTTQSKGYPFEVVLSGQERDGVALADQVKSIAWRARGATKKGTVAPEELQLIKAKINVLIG
Mtb BioA inh: BioA (M. tuberculosis) enzyme inhibition | 0.096% of 360,000 active | AID 602481 | purified M. tuberculosis BioA enzyme, plate reader | inhibition, % at 9.99 µM; in the data active = inhibition above about 40%; inconclusive = no clear call, values can overlap the other calls
BoNT-F LC inh: inhibitors of Botulinum neurotoxin F light chain protease. inhibition, % at 10 µM. Multiplex microsphere protease cleavage assay, flow cytometry. 0.22% of 360,000 active. AID 588497; in the data active = inhibition above about 35%, passing the limit was not always enough; inconclusive = no clear call, values can overlap the other calls; note: plate controls were buffer without enzyme for full effect and enzyme alone for no effect
CCHF vOTU inh: blocks the CCHF virus ovarian tumor domain protease. inhibition, % at 11.5 µM. AID 651958. 0.55% of 370,000 active. CCHFV vOTU protease, Pep-AMC fluorescence; note: 0% = vehicle wells with enzyme and 100% = no enzyme wells
Rv3671c protease: inhibitors of M. tuberculosis serine protease Rv3671c; P9WHR9; inhibition, % at 5.96 µM; 0.048% of 320,000 active; in the data active = inhibition above about 38%;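 note: extracellular domain of Rv3671c used as enzyme; 0% = enzyme with DMSO and 100% = no enzyme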
Mtb UGM inh: inhibitors of M. tuberculosis UDP-galactopyranose mutase. P9WIQ1. purified UGM, fluorescence polarization probe displacement. inhibition, % at 10 µM. 0.06% of 320,000 active. AID 504406; in the data active = inhibition above about 10%, passing the limit was not always enough; inconclusive = no clear call, values can overlap the other calls
Target sequence (P9WIQ1 whole entry, looked up): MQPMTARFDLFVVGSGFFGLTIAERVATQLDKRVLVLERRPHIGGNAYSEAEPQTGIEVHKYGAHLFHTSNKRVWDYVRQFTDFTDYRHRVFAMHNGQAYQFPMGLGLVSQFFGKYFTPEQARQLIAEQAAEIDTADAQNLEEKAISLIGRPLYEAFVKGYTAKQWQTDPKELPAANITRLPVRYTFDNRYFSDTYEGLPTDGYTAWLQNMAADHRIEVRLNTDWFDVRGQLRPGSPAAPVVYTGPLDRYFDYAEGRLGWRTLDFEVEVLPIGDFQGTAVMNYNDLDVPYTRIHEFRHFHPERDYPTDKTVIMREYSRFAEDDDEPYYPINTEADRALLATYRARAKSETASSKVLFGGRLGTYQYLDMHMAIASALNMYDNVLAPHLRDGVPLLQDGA
DUSP3 inh: DUSP3 (human) phosphatase inhibition | AID 1654 | recombinant VHR phosphatase, pNPP absorbance | P51452 | inhibition, % at 13.3 µM | 0.52% of 290,000 active; in the data active = inhibition above about 50%; note: some compounds called inactive have numbers as strong as hits
Target sequence (P51452 whole entry, looked up): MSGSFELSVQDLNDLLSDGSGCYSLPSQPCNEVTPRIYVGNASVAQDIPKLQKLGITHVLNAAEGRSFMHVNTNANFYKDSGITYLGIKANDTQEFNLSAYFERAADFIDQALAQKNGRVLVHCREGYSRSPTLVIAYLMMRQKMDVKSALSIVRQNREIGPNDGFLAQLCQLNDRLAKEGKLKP
Active calls of the source: *; ? = inconclusive; . = not tested or not shown. Cut-off read from the data, not from the text of the source, unless noted: active = inhibition above about 30%; inactive = the rest. Random draw from the library; any-hit rate near 4.9%.

Values run as follows: FadD28 binding | GDH-TPI counter | FBA Mtb inh | MazEF act | Mtb BioA inh | BoNT-F LC inh | CCHF vOTU inh | Rv3671c protease | Mtb UGM inh | DUSP3 inh
COC(=O)C1=C(C)N=C2SC(C#N)=C(N)N2C1c1ccc(OCc2ccccc2)cc1 (stereo not drawn)
    -5.5 | -10 | -5 | 5 | -1.3 | -6 | 1 | -3 | 3.1 | 19
CSc1cccc(NC(=O)c2cc(S(=O)(=O)N3CCCCC3)c[nH]2)c1
    0.0 | 3 | 1 | 9 | -2.2 | -4 | 4 | -16 | 3.1 | 13
CCC1(c2ccccc2)NC(=O)N(CC(=O)Nc2ccc3c(C)cc(=O)oc3c2)C1=O (stereo not drawn)
    -1.4 | 21 | 198* | 8 | -6.0 | -8 | -131 | -11 | -0.3 | .
Cc1cc(NC(=O)C(C)SCC(=O)N(C)CC(=O)Nc2ccc(F)cc2)no1 (stereo not drawn)
    -1.4 | 3 | 7 | -5 | 1.6 | -2 | -5 | 7 | 0.8 | .
O=S(=O)(c1ccc(SCc2cccc(Cl)c2)nc1)N1CCCC1
    0.5 | -1 | 0 | 3 | -2.9 | -15 | 7 | -8 | 1.7 | .
Cc1cccc(OCC(=O)NNC(=O)c2cc(S(=O)(=O)N(C)C)ccc2N2CCCC2)c1
    -0.1 | 4 | 3 | 1 | . | -2 | -3 | -3 | 1.6 | .
CC(Sc1nnc(-c2ccco2)n1N)C(=O)NC1CCCCC1C (stereo not drawn)
    -0.8 | 19 | 2 | 3 | -1.4 | 2 | 1 | -3 | -1.5 | .
O=C(NC(Cc1ccccc1)C(=O)N1CCCC(C(F)(F)F)C1)c1ccccc1 (stereo not drawn)
    -2.7 | -4 | -1 | -2 | -1.4 | ? | 2 | 2 | -0.8 | .
CC(=O)O[C@]1(C)C(=O)OC/C2=C/CN(C)CCC(OC(=O)[C@@](O)(C(C)O)C[C@H]1C)C2=O (stereo partly drawn)
    . | -11 | 0 | 5 | -0.9 | 21 | -13 | -8 | -0.8 | .
COc1ccc(NC(=O)CN(C)C(=O)c2ccccc2CCc2ccccc2)cc1
    -1.4 | 9 | 3 | 2 | . | 9 | -6 | 9 | 0.8 | .
CNC(C)Cc1ccccc1 (stereo not drawn)
    -0.6 | 2 | 3 | 1 | 0.1 | 0 | -6 | 5 | . | .
COc1ccc(-c2nn(-c3ccccc3)cc2/C=N/O)cc1
    -6.5 | -10 | -2 | -15 | 2.0 | -2 | 18 | -8 | 1.9 | 7
Cc1ccc(N(CC(O)CN2CCCC2)S(=O)(=O)c2ccccc2)cc1 (stereo not drawn)
    0.6 | 5 | -1 | 1 | -1.1 | 11 | -5 | 0 | -1.6 | 1
CC(=O)OC1COC(N2CCc3cc(Br)c([N+](=O)[O-])cc32)C(OC(C)=O)C1OC(C)=O (stereo not drawn)
    -0.9 | 4 | -4 | 2 | -2.4 | -12 | -1 | -2 | 2.0 | 3
O=C(NCCCN1CCC(Cc2ccccc2)CC1)C1CCC(=O)N1C1CCCC1 (stereo not drawn)
    -1.5 | 0 | 2 | -8 | -0.2 | -9 | 1 | -1 | -0.3 | 25
CCOC(=O)c1ccc(N2C(=O)CC(N3CCN(Cc4ccccc4)CC3)C2=O)cc1 (stereo not drawn)
    -1.2 | 4 | 1 | 1 | -2.3 | -2 | 8 | -1 | 3.3 | 19
CC(O)CSc1nc2c(c(=O)n(C)c(=O)n2C)n1CCCc1ccccc1 (stereo not drawn)
    -3.7 | -1 | 3 | -2 | 1.6 | -4 | 10 | 4 | 0.5 | -1
Oc1ccc(Cl)cc1Cc1cc(Cl)ccc1O
    -16 | 17 | 6 | -5 | 4.2 | -12 | 18 | -19 | -1.3 | 9
COc1cccc(N/C(SCc2ccccc2Cl)=C(/C#N)C(=O)NCc2cccs2)c1
    -1.0 | 22 | -2 | -4 | . | 8 | -3 | -12 | -1.6 | -8
COc1ccc(C(CNC(=O)c2cccc(S(=O)(=O)Nc3ccc(C)cc3)c2)N2CCCCC2)cc1 (stereo not drawn)
    -3.3 | 1 | 1 | -4 | . | -11 | -4 | -2 | -0.9 | .
COCC(=O)N1CCCC(C(=O)c2ccc(C(F)(F)F)cc2)C1 (stereo not drawn)
    -2.7 | 13 | -2 | 9 | 0.6 | ? | 8 | 7 | 0.4 | 5
Cn1c(C(=O)O)cc2cc(F)ccc21
    -2.5 | 2 | -1 | 8 | 0.7 | -4 | 0 | -11 | 9.7 | -10
COc1ccc(C(=O)Nc2cccc(NC(C)=O)c2)cc1OC
    -1.0 | -2 | 2 | 5 | . | -9 | 5 | -6 | 4.1 | -20
CCOc1ccccc1NC(=O)Cc1c(F)cccc1Cl
    -2.0 | 9 | 2 | 12 | 0.3 | -3 | -2 | 8 | -3.6 | -14
Cc1cc(OCC(=O)N2CCCCCC2)ccc1[N+](=O)[O-]
    -1.6 | -2 | -3 | -3 | 0.1 | 3 | 5 | -2 | 1.3 | 8
Cc1nn(-c2ccccc2)c2nc(N)c(C#N)c(-c3ccc(F)cc3)c12
    -5.9 | 5 | 8 | 0 | 0.4 | -8 | -9 | -6 | -2.8 | 11
CCOC(=O)C1CCN(CCC(=O)Nc2cccc(Cl)c2C)CC1
    -0.6 | -4 | 0 | 7 | -0.8 | -4 | -14 | -8 | -0.8 | 15
CCOc1cc(CNCCO)cc(Br)c1OCc1ccccc1
    -2.0 | 6 | 2 | 13 | -1.2 | -13 | 7 | 3 | 0.3 | 6
Cc1ccc(NC(=O)c2cc(-c3ccccc3O)n[nH]2)cc1C
    -0.5 | 4 | 0 | -17 | -2.6 | 19 | 5 | -7 | 1.1 | 2
O=C(NCc1cccs1)C(Cc1ccccc1)n1cccc1 (stereo not drawn)
    -2.4 | 3 | 6 | 3 | -0.3 | 0 | 0 | -5 | -0.5 | 2
O=C(N/N=C/c1cccc(O)c1)c1csc2ccccc12
    -7.0 | 23 | 8 | -3 | 6.0 | -10 | 21 | -9 | 1.7 | -7
COc1ccc(CCNC(=O)CCCn2c(=O)c3cccn3c3cccnc32)c(OC)c1
    -0.8 | 16 | 2 | 5 | 3.1 | 1 | 4 | 2 | 2.8 | -9
CC1=CS(=O)(=O)CC1Sc1nc2ccccc2[nH]1 (stereo not drawn)
    -1.2 | 9 | 0 | 11 | . | -8 | -4 | 0 | -1.2 | 4
COC(=O)Nc1ccc(SCC(=O)c2ccccc2)cc1
    -0.3 | 4 | 1 | 4 | . | -2 | -1 | 0 | 0.6 | 24
COc1ccc(N2CCN(C(=O)COC(=O)CNC(=O)c3cccc(OC(F)F)c3)CC2)cc1
    0.2 | 0 | 1 | -16 | -0.2 | ? | 4 | 5 | -0.6 | .
Clc1ccc2nc(CSc3nc4ccccc4o3)cn2c1
    -4.5 | 0 | 1 | -6 | . | 5 | 1 | -7 | -2.1 | -6
Cc1nn(-c2ccccc2)c(N)c1-c1ccccc1
    -1.2 | 4 | -1 | 8 | -0.6 | 3 | -7 | 4 | 0.0 | 8
COc1cc(C(O)c2nc(-c3cccc(NC(C)=O)c3)cs2)ccc1F (stereo not drawn)
    -1.9 | 3 | 1 | . | 5.4 | -1 | 2 | . | . | .
COCCCNC(=O)/C=C/c1c(Cl)cccc1Cl
    -2.3 | -6 | -8 | 5 | 1.1 | -1 | -9 | 4 | 1.3 | -7
CC(=O)N1c2c(cc(Br)cc2S(=O)(=O)NCc2ccccc2)CC1C (stereo not drawn)
    -2.0 | -4 | 1 | 3 | . | -5 | -4 | 5 | -3.4 | -11

Some entries already given with just DUSP3 inh, BoNT-F LC inh and Mtb BioA inh.
| smiles | DUSP3 inh | BoNT-F LC inh | Mtb BioA inh |
| --- | --- | --- | --- |
| COCC(=O)N1CCCC(C(=O)c2ccc(C(F)(F)F)cc2)C1 (stereo not drawn) | 5 | ? | 0.6 |
| Cn1c(C(=O)O)cc2cc(F)ccc21 | -10 | -4 | 0.7 |

Part of the list above in order of length of the SMILES, lowest first.
Values run as follows: FadD28 binding | GDH-TPI counter | FBA Mtb inh | MazEF act | Mtb BioA inh | BoNT-F LC inh | CCHF vOTU inh | Rv3671c protease | Mtb UGM inh | DUSP3 inh
Cn1c(C(=O)O)cc2cc(F)ccc21
    -2.5 | 2 | -1 | 8 | 0.7 | -4 | 0 | -11 | 9.7 | -10
O=C(NCc1cccs1)C(Cc1ccccc1)n1cccc1 (stereo not drawn)
    -2.4 | 3 | 6 | 3 | -0.3 | 0 | 0 | -5 | -0.5 | 2
COc1cc(C(O)c2nc(-c3cccc(NC(C)=O)c3)cs2)ccc1F (stereo not drawn)
    -1.9 | 3 | 1 | . | 5.4 | -1 | 2 | . | . | .

Later entries.
Values run as follows: FadD28 binding | GDH-TPI counter | FBA Mtb inh | MazEF act | Mtb BioA inh | BoNT-F LC inh | CCHF vOTU inh | Rv3671c protease | Mtb UGM inh | DUSP3 inh
Cc1c(NC(=O)CN2C(=O)NC(C)(c3ccc4c(c3)OCCO4)C2=O)c(=O)n(-c2ccccc2)n1C (stereo not drawn)
    -1.0 | -2 | 2 | 8 | -2.5 | -7 | -19 | 2 | 1.0 | -4
O=CNCc1nc2ccccc2n1CCc1ccccc1
    -2.5 | 11 | 2 | 4 | 0.2 | ? | 12 | -3 | -0.2 | 0
CC(=O)Nc1cncc(-c2ccccc2F)n1
    -1.1 | 4 | 3 | . | 1.2 | 0 | 9 | . | . | .
CC(C)(COC(=O)Nc1ccccc1)COC(=O)Nc1ccccc1
    . | 0 | 0 | -4 | 3.3 | -8 | -5 | -8 | -0.8 | .
COc1ccc(C(=O)OCC(=O)NCc2ccc3c(c2)OCO3)cc1S(=O)(=O)N1CCOCC1
    -0.8 | 9 | -2 | -2 | -2.9 | -2 | 5 | -8 | 3.6 | .
Cc1ccc(-c2cc(C(F)F)n3ncc(C(=O)N4CCc5ccccc54)c3n2)cc1
    0.7 | 10 | -2 | 0 | . | -10 | -8 | 4 | -3.2 | 7
Cc1cc(C(=O)NNC(=O)CCCCC(=O)NNC(=O)c2cc(C)[nH]n2)n[nH]1
    -0.2 | 6 | 4 | 10 | . | 7 | -9 | -3 | 1.5 | 0
NC(=O)CC(NC(=O)Cc1cccc2ccccc12)c1ccc(NC2CC3CCC2C3)c([N+](=O)[O-])c1 (stereo not drawn)
    -1.2 | 11 | 1 | -2 | -2.4 | -3 | 3 | -10 | -1.3 | 32
O=C(OCC(=O)N1CCCc2ccccc21)c1cccnc1Cl
    -2.1 | -3 | -1 | 6 | . | -9 | -15 | -3 | -1.4 | 22
Cc1ccc(S(=O)(=O)N2CCN(C(=O)COC(=O)c3cccc(Cl)c3)CC2)c(C)c1
    -0.4 | 1 | 0 | -4 | -5.7 | -2 | 14 | 4 | -0.3 | .
O=C(CCC(=O)OCCCC(F)(F)C(F)(F)F)Nc1ccccc1
    -1.0 | 2 | 1 | -2 | -0.4 | 1 | 5 | 6 | 2.0 | 8
Cc1c(C(=O)OCC(=O)Nc2c(C)n(C)n(-c3ccccc3)c2=O)cccc1[N+](=O)[O-]
    0.9 | -2 | 5 | 3 | . | 3 | -7 | 7 | -1.2 | 7
CCC(C)[C@H](NC(=O)NCc1ccccc1Cl)C(=O)O (stereo partly drawn)
    -1.4 | 0 | 2 | -10 | . | 2 | -14 | -13 | 4.9 | 13
Cc1ccc(C(=O)NN2C(=O)C3C4C=CC(C4)[C@@H]3C2=O)cc1 (stereo partly drawn)
    0.0 | 7 | 4 | -9 | . | -10 | 10 | 2 | 3.9 | 13
Cc1cc(NS(=O)(=O)c2ccc(NC(=O)c3ccoc3C)cc2)nc(C)n1
    -0.7 | 3 | 0 | 0 | 1.9 | -3 | 11 | . | . | 23
COc1ccc(-c2nc(-c3ccccc3)nc(Cl)c2C#N)cc1
    -2.0 | 5 | 2 | -13 | -3.1 | -5 | -4 | -4 | -1.3 | 10
Cc1cccc(Cn2c(O)c(N=NC(=S)Nc3ccccc3F)c3ccccc32)c1
    -5.6 | 6 | -3 | 13 | . | -6 | 5 | 2 | -0.1 | 12

High-throughput results: PubChem BioAssay, several laboratories
